# PrPC surface inh: inhibitors of human cell surface prion protein PrPC; P04156; TR-FRET read-out; inhibition, % at 13.8 µM; 0.43% of 370,000 active; in the data active means inhibition above about 24%; further: 0% = median of the test wells and 100% = reference compound wells
# CCHFV vOTU inh: blocks the CCHF virus ovarian tumor domain protease | CCHFV vOTU protease, Pep-AMC fluorescence | inhibition, % at 11.5 µM | 0.55% of 370,000 active | AID 651958; in the data active means inhibition above about 30%; further: 0% = vehicle wells with enzyme and 100% = no enzyme wells
# Numbers without * were called inactive. Some of the compounds tested (hit frequency here may not be typical).
# Start of the data: the first 7 records (preview)
(1) COc1ccnc(NC(=S)N2CCN(c3ncc(C(F)(F)F)cc3Cl)CC2)c1
(2) COc1ccc(C[N+]2=C(N)N[C@@]3(C=C(C)Cn4c(=O)n(-c5ccccc5)c(=O)n43)C2)c(OC)c1
(3) O=C(CCc1nc(-c2ccccc2F)no1)NCCc1ccc(F)cc1
(4) Cc1cccc2c1[nH]c1nc(N/N=C\c3ccco3)nnc12
(5) COP(=O)(OC)C(NC(=O)OCc1ccccc1)C(C)C (stereo unspecified)
(6) COc1cccc(CNC(=O)C2C3C=CC4(CN(Cc5ccccc5)C(=O)C24)O3)c1OC (stereo unspecified)
(7) O=C1C=C[C@H]2CC[C@@H](O)[C@@H]1[C@@H]2Sc1ccccc1
entry no. | 1 | 2 | 3 | 4 | 5 | 6 | 7
PrPC surface inh | 1 | 5 | -4 | -16 | 1 | -1 | -2
CCHFV vOTU inh | 12 | 2 | -4 | 37* | -5 | -8 | 1

# Results, from the first entry:
(1) COc1ccnc(NC(=S)N2CCN(c3ncc(C(F)(F)F)cc3Cl)CC2)c1
(2) COc1ccc(C[N+]2=C(N)N[C@@]3(C=C(C)Cn4c(=O)n(-c5ccccc5)c(=O)n43)C2)c(OC)c1
(3) O=C(CCc1nc(-c2ccccc2F)no1)NCCc1ccc(F)cc1
(4) Cc1cccc2c1[nH]c1nc(N/N=C\c3ccco3)nnc12
(5) COP(=O)(OC)C(NC(=O)OCc1ccccc1)C(C)C (stereo unspecified)
(6) COc1cccc(CNC(=O)C2C3C=CC4(CN(Cc5ccccc5)C(=O)C24)O3)c1OC (stereo unspecified)
(7) O=C1C=C[C@H]2CC[C@@H](O)[C@@H]1[C@@H]2Sc1ccccc1
(8) COC(=O)[C@]12C[C@H](CC(=O)NCC3CCCCC3)C(=O)N(Cc3ccccc3)C1=C[C@H](COCc1ccccc1)O[C@@H]2C
entry no. | 1 | 2 | 3 | 4 | 5 | 6 | 7 | 8
PrPC surface inh | 1 | 5 | -4 | -16 | 1 | -1 | -2 | -1
CCHFV vOTU inh | 12 | 2 | -4 | 37* | -5 | -8 | 1 | 5

(9) CN(Cc1ccccc1)C(=O)OCc1cn(Cc2cc(F)cc(F)c2)nn1
(10) Cc1ccc2[nH]c3c(N4CCN(Cc5ccc6c(c5)OCO6)CC4)ncnc3c2c1
(11) COC(=O)[C@]12C[C@H](CC(=O)N3CCOCC3)C(=O)N(Cc3ccco3)C1=C[C@H](C(C)(C)C)O[C@@H]2C
(12) Cc1nc(SCC(=O)Nc2ccccc2C(F)(F)F)c(C#N)c(C)c1CC(=O)c1ccc(Br)cc1
(13) COC(=O)c1ccc(-c2ccc3c(c2)[C@]2(CCC[C@@H](O)[C@@H]2NC(=O)CCc2ccccc2)C(=O)N3Cc2ccccc2)cc1
(14) C=CCN1[C@H](Cc2ccccc2)COc2cc(N3CCSCC3)ccc2S1(=O)=O
(15) O=C(NC1CCCCN(Cc2cccc(Cl)c2)C1=O)C1CCCCC1 (stereo unspecified)
(16) COc1ccc(-c2nnc(SCC(=O)NN=C/C=C\c3ccco3)n2-c2ccc(OC)cc2)cc1
entry no. | 9 | 10 | 11 | 12 | 13 | 14 | 15 | 16
PrPC surface inh | -9 | 6 | 12 | -3 | -6 | -5 | 1 | 3
CCHFV vOTU inh | 1 | -18 | 10 | -1 | -14 | -1 | 8 | 8

(17) COc1cccc(C(=O)NCCN2C(=O)C3C4C=CC(C4)C3C2=O)c1 (stereo unspecified)
(18) COc1cccc(NC(=O)C2CCCN2C(=O)NC2CCC(C)CC2)c1 (stereo unspecified)
(19) O=C1N2Cc3ccccc3C2CS(=O)(=O)N1Cc1ccccc1 (stereo unspecified)
(20) C=CCNC(=O)CN(C(=O)Cc1cccc(OC(F)(F)F)c1)c1cccc(Br)c1
(21) CCN(CC)C(=O)CC[C@H]1CC[C@]2(CCCN(CC3CC3)C2)O1
(22) C(/C=C\c1ccco1)=NN1CCN(Cc2cccc3ccccc23)CC1
(23) CCCCNC(=O)C[C@@H]1C(=O)N(Cc2ccc(OC)cc2)/C2=C/CCCCC[C@@]21C(=O)OCC
(24) O=S(=O)(CC1NCCc2ccccc21)NCc1ccccc1 (stereo unspecified)
entry no. | 17 | 18 | 19 | 20 | 21 | 22 | 23 | 24
PrPC surface inh | -1 | 6 | 1 | 6 | -2 | 10 | -1 | 12
CCHFV vOTU inh | -5 | -4 | 0 | 14 | -1 | 5 | 7 | -8

# Reprinted at random: 4 compounds from above.
(23) CCCCNC(=O)C[C@@H]1C(=O)N(Cc2ccc(OC)cc2)/C2=C/CCCCC[C@@]21C(=O)OCC
(22) C(/C=C\c1ccco1)=NN1CCN(Cc2cccc3ccccc23)CC1
(24) O=S(=O)(CC1NCCc2ccccc21)NCc1ccccc1 (stereo unspecified)
(17) COc1cccc(C(=O)NCCN2C(=O)C3C4C=CC(C4)C3C2=O)c1 (stereo unspecified)
entry no. | 23 | 22 | 24 | 17
PrPC surface inh | -1 | 10 | 12 | -1
CCHFV vOTU inh | 7 | 5 | -8 | -5

# New compounds follow.
(25) COC(=O)[C@]12C[C@H](CC(=O)N3CCN(C(=O)C4CC4)CC3)C(=O)N(Cc3ccco3)C1=C[C@H](C(C)(C)C)O[C@@H]2C
(26) C[C@H](O)[C@@H]1CN2CCc3ccc(N4CCOCC4)cc3[C@@H]2C[C@@H]1N(C)C(=S)NCCc1ccccc1
(27) CC(=O)NC1CCCCN(Cc2cccc(F)c2)C1=O (stereo unspecified)
(28) C#CCN1CC(N(C)CCOC(=O)c2ccc([N+](=O)[O-])cc2)CS1(=O)=O (stereo unspecified)
(29) O=c1c2cc3cc4c(cc3nc2ncn1Cc1cccnc1)OCO4
(30) Cc1ccccc1Cn1ccc2ccc(-c3ccc4ccn(Cc5ccccc5)c4c3)cc21
(31) O=C(NCCc1c[nH]c2ccccc12)OCc1cn(-c2ccc(F)cc2F)nn1
(32) COc1ccc(C2C(C(=O)N3CCCCC3C)CC(=O)N2c2ccc(OC)cc2)cc1 (stereo unspecified)
entry no. | 25 | 26 | 27 | 28 | 29 | 30 | 31 | 32
PrPC surface inh | -8 | -11 | 0 | -5 | -20 | 2 | 12 | 2
CCHFV vOTU inh | 15 | -12 | -10 | 1 | -21 | 5 | -2 | -6

(33) COCCCN1C(=O)[C@H](CC(=O)NCCCCc2ccccc2)[C@]2(C(=O)OC)CCCCC=C12
(34) O=C(OC12CCCN(C1)/C(=C/c1ccc(Cl)cc1)C2)c1ccno1 (stereo unspecified)
(35) O=C(CSc1nnc(-c2ccco2)n1-c1ccc(Cl)cc1)Nc1cccc2ccccc12
(36) COc1ccc(/C=C2\CC3(OC(=O)C4CCCC4)CCCN2C3)cc1 (stereo unspecified)
(37) COc1ccc(S[C@]2(C(=O)N3CCN(c4ncccn4)CC3)CC(=O)N(c3ccc(C#N)cc3)[C@@H]2c2ccc(OC)cc2)cc1
(38) Cc1ccc(-n2c(SCc3cccc4ccccc34)nnc2-c2ccccn2)cc1
(39) CCN(CC)CCCNC(=O)c1cn(C(C)c2ccccc2)nn1 (stereo unspecified)
(40) COC(=O)[C@@]12CCCCC3=C1N(CCC3)C(=O)[C@H]2CC(=O)N1CCSCC1
entry no. | 33 | 34 | 35 | 36 | 37 | 38 | 39 | 40
PrPC surface inh | 3 | 2 | 2 | 0 | -3 | 13 | -6 | -6
CCHFV vOTU inh | 6 | -8 | 5 | 9 | 1 | 22 | -11 | -6

(41) CN(Cc1ccccc1)S(=O)(=O)c1cccc(C(=O)OCc2cccc([N+](=O)[O-])c2)c1
(42) COc1ccc(-n2c(SCC(=O)NCCCSC)nnc2-c2ccncc2)cc1
(43) COC(=O)[C@H](C)N(Cc1cn(Cc2ccccc2)nn1)S(=O)(=O)c1ccccc1Br
(44) COc1ccc(-c2cc(-c3nnc4sc(-c5cccs5)nn34)[nH]n2)cc1
(45) C[C@H]1C(c2ccccc2F)O[C@]2(C[C@H](O)c3c(ccc4ccccc34)O2)C[C@@H]1O (stereo partly specified)
(46) COC(=O)[C@]12CCCCC=C1N(Cc1ccc(OC)cc1)C(=O)[C@@H]2CC(=O)NCc1ccccc1
(47) CCN1CCCCC(NC(=O)c2ccccc2)C1=O (stereo unspecified)
(48) Cc1cc(C)n(-c2nc(Nc3ccccc3C)nc(-n3nc(C)cc3C)n2)n1
entry no. | 41 | 42 | 43 | 44 | 45 | 46 | 47 | 48
PrPC surface inh | 4 | 10 | 4 | 2 | 2 | -5 | 8 | 1
CCHFV vOTU inh | -4 | 14 | 8 | 5 | 4 | 4 | -5 | 13

(49) Cc1ccc(Cn2cc(CN(C(C)(C)C)S(=O)(=O)c3ccc(F)cc3Br)nn2)cc1
(50) CCCCCCCCN1CCS(=O)(=O)N(Cc2ccc(C(F)(F)F)cc2)C(C(=O)OC)C1 (stereo unspecified)
(51) O=c1c2ccccc2[nH]n1[C@@H](Cc1ccccc1)Cn1cc(-c2ccc(-c3ccccc3)cc2)nn1
(52) COC(=O)C[C@@H]1CC[C@H]2[C@@H](COc3ccc(NC(=O)Nc4ccc(C)cc4)cc3C(=O)N2C)O1
(53) COc1ccc(-n2cnnc2SC(C)c2nc3sc(C)c(C)c3c(=O)[nH]2)cc1 (stereo unspecified)
(54) COc1ccc(CN(CCN2CCOCC2)C(=O)c2ccc(F)cc2F)cc1OC
(55) COc1ccc(CCNC(=O)c2ccc3c(c2)ncn3C2CCCCC2)cc1
(56) CCC(=O)N1CCc2cc(Br)c(S(=O)(=O)N3CCCC(C(=O)NC(C)(C)C)C3)cc21 (stereo unspecified)
entry no. | 49 | 50 | 51 | 52 | 53 | 54 | 55 | 56
PrPC surface inh | -5 | -5 | 9 | 7 | 4 | -1 | 6 | -4
CCHFV vOTU inh | 7 | 27 | 13 | -5 | -5 | -4 | 5 | 1

(57) COc1ccc(S[C@]2(C(=O)N3CCCC3)CC(=O)N(C(=O)Nc3ccc(C)c(Cl)c3)[C@@H]2c2ccc(OC)cc2)cc1
(58) CCCC[C@H]1C2CC(OC(=O)Nc3cc(C)cc(C)c3)C(C2)[C@H]2CCCCN21 (stereo partly specified)
(59) NC(=Nc1cccc(F)c1)NC(=O)OCc1ccccc1
(60) COP(=O)(O)CNC(=O)OCc1ccccc1
(61) C[C@@H]1/C=C/CC(=O)N[C@H](c2ccccc2)[C@H](C)/C=C/CC(=O)N[C@@H]1c1ccccc1
(62) CCCCNS(=O)(=O)/C=C/c1ccc(OC)cc1CNC(=O)OC(C)(C)C
(63) O=C(Nc1ccc(C(F)(F)F)cc1)OC1CC2CC1[C@H]1CCCCN1C2 (stereo partly specified)
(64) CS(=O)(=O)N1CCC(C(=O)NCC2COc3ccccc3O2)CC1 (stereo unspecified)
entry no. | 57 | 58 | 59 | 60 | 61 | 62 | 63 | 64
PrPC surface inh | 2 | 1 | 8 | 0 | -4 | 1 | 3 | -5
CCHFV vOTU inh | 3 | -3 | 1 | -1 | 0 | 10 | 10 | -3

(65) COc1cccc(/C=C2\CC3(OC(=O)c4ccccc4)CCCN2C3)c1 (stereo unspecified)
(66) Cc1ccccc1N(C)C(=O)Cn1nnc(-c2ccccc2F)n1
(67) COc1ccc(CN(CCN2CCOCC2)C(=O)c2ccc(C)cc2)cc1OC
(68) Cc1nccn1CC(=O)O
(69) CC(C)(C)N(Cc1cn(Cc2ccccc2)nn1)S(=O)(=O)c1ccc(N2CCCCC2)cc1Br
(70) Nn1c(SCc2cccc3ccccc23)nnc1-c1n[nH]c2c1CCC2
(71) CC1CCN(c2ccc(C(=O)O)cc2NS(=O)(=O)c2cccc3cccnc23)CC1
(72) O=C(OCc1cc(Cl)ccc1OC(F)F)c1cc(S(=O)(=O)O)ccc1O
entry no. | 65 | 66 | 67 | 68 | 69 | 70 | 71 | 72
PrPC surface inh | 3 | 8 | -4 | 5 | 15 | 0 | -3 | -1
CCHFV vOTU inh | 7 | 13 | -7 | -7 | 11 | -5 | 2 | 9

(73) COC(=O)[C@]12C[C@H](CC(=O)N3CCN(C(=O)C4CC4)CC3)C(=O)N(Cc3ccco3)C1=C[C@H](C(C)C)O[C@@H]2C1CC1
(74) Cc1nc2cc(C(=O)N3CCN(C(=O)C(C)(C)C)CC3)ccc2n1C1CCCC1
(75) CCCCCCC(=O)NC1CCCCN(Cc2cccc(Cl)c2)C1=O (stereo unspecified)
(76) CCOC(=O)N1CCN(C(=O)C[C@H]2C[C@@]3(C(=O)OC)C(=C[C@H](C(C)C)O[C@@H]3C3CC3)N(Cc3cccc4ccccc34)C2=O)CC1
(77) Cc1ccc(C(=O)CSc2nnc(-c3ccccn3)n2-c2ccccc2)cc1
(78) C=CCN1C(=O)[C@@H](CC(=O)NCCCCc2ccccc2)[C@]2(C(=O)OC)CCCCC=C12
(79) COCCCNC(=O)C[C@H]1C(=O)N(Cc2ccc(OC)cc2)C2=CCCCC[C@@]21C(=O)OC
(80) COC(=O)[C@H](C(C)C)N(CCc1cn(CC2CCCCC2)nn1)S(=O)(=O)c1ccc(F)cc1Br
entry no. | 73 | 74 | 75 | 76 | 77 | 78 | 79 | 80
PrPC surface inh | -2 | -4 | 8 | -1 | 7 | -4 | 1 | 13
CCHFV vOTU inh | 16 | 0 | 15 | 19 | -4 | 3 | 7 | 13

(81) O=C(C1CCN(c2ncnc3c2sc2cccc(F)c23)CC1)N1CCCCC1
(82) O=C(CCn1nnc(-c2cccs2)n1)NCc1ccco1
(83) COc1ccc(OC)c2c1C(=O)c1ccccc1C2=O
(84) COC(=O)[C@]12C[C@H](CC(=O)N3CCSCC3)C(=O)N(Cc3ccco3)C1=C[C@H](C(C)(C)C)O[C@@H]2C
(85) Cc1ccccc1C(=O)n1ccc2ccc(-c3ccc4ccn(Cc5ccc(C#N)cc5)c4c3)cc21
(86) COC(=O)[C@@]12CCCCC=C1N(CCc1ccc(Cl)cc1)C(=O)[C@H]2CC(=O)NCc1cccc2ccccc12
(87) O=C(c1cncnc1)N1CCC(n2nnc3ncccc32)CC1
(88) CCOC(=O)N1CCN(C(=O)C[C@H]2C[C@@]3(C(=O)OC)C(=C[C@H](C(C)C)O[C@@H]3C3CC3)N(Cc3ccco3)C2=O)CC1
entry no. | 81 | 82 | 83 | 84 | 85 | 86 | 87 | 88
PrPC surface inh | 3 | 1 | -13 | 3 | -3 | -3 | 4 | 0
CCHFV vOTU inh | 0 | -8 | 28 | 6 | -6 | 7 | -3 | 4

# Source: PubChem
